ALOX12 inhib = inhibitors of human 12-lipoxygenase (ALOX12). Potency, µM (titrated, usually from 57.1 µM), for the others: at the highest dose activity change, negative = inhibition, most hits filed as inhibitors. 150,000 compounds, 0.12% hits. purified 12-hLO, xylenol orange hydroperoxide absorbance; also: potency is read from the fitted curve at half-maximal effect; nearly all actives have a fitted effect of over 55% in size; many of its hits are not listed in these tables
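150 nM 12hLO, 25 mM Hepes pH 7.0 + 0.01% Triton X-100; cpd preinc 15 min RT; 40 uM arachidonic acid, 30 min RT; Fe-XO 30 min; A573/A405 ratio as read-out.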
15-hLO-2 inh = blocks human 15-lipoxygenase 2 activity. Potency, µM (top dose mostly 57.1 µM), inactives show top-dose activity change, negative = inhibition, usual class: inhibitors. AID 881. purified 15hLO-2, xylenol orange hydroperoxide absorbance. 110,000 compounds, 0.56% hits. O15296; also: potency is read from the fitted curve at half-maximal effect; nearly all actives have a fitted effect of over 60% in size; many of its hits are not listed in these tables
Target sequence (O15296 whole entry, looked up): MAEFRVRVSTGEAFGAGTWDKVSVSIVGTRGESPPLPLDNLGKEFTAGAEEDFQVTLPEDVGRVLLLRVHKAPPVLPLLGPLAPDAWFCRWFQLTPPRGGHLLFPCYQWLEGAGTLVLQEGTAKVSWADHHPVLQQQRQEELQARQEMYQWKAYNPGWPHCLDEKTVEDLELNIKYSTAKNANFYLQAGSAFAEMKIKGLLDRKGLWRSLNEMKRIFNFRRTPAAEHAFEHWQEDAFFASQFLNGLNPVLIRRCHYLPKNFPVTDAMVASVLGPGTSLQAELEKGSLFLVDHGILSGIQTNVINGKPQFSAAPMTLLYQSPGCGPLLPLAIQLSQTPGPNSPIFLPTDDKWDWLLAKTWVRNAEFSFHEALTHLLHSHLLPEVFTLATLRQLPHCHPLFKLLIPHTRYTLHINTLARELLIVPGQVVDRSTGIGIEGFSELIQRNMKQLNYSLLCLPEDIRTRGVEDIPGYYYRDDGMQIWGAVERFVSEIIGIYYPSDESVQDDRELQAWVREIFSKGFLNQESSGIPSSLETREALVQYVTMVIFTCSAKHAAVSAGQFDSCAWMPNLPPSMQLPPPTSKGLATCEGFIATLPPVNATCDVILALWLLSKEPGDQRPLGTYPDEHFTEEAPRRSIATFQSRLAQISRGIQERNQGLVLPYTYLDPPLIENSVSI
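Purified human 15hLO-2 (50 nM) preincubated 15 min with compound, then 45 uM arachidonic acid for 90 min at RT in 25 mM Hepes pH 7.5, 0.01% Triton X-100. Hydroperoxide detected by Fe-xylenol orange; 573/405 nm absorbance ratio.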
PNC assembly inh = inhibitors of perinucleolar compartment assembly | 140,000 compounds, 3.1% hits | PC3M PTB-GFP, PNC prevalence imaging, 16 h; hits give low values | activity change (PNC), negative = inhibition, % at 10 µM;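 active = readout at or below -70, meaning at least 70% loss of cells showing the perinucleolar compartment, a nuclear body marking cancer cells; inconclusive = readout between -30 and a set limit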;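 also: plate controls were DMSO wells for no effect and camptothecin positive control wells for full effect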
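PC3M cells stably expressing PTB-GFP, 750–1000 cells/well, treated 16 h at 37 °C with compound (23 nl of library stock), in duplicate. After paraformaldehyde fixation and Hoechst stain, imaged at 20x; PNC prevalence scored by image analysis.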
IMPase inh = membrane-permeable compound that blocks inositol monophosphatase; CHO-M1 cells, IP1 accumulation, HTRF TR-FRET ratio; AID 901; 120,000 tested, under 10 active; inhibition (IP1 accumulation), % at 46.1 µM; P97697; active = well fitted curve in the direction sought with a large enough effect in the signal ratio, not every such curve was filed as active; inconclusive = small, poorly fitted or top-dose-only effect, or a change in a side signal; inactive = no such curve, though single readings can be large or run the other way; the % refers to the signal ratio;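 also: cells stimulated with carbachol in lithium chloride buffer; plate controls were DMSO basal wells for no effect and reference inhibitor wells for full effect; higher means more IMPase inhibition seen as more IP1 and lower FRET ratio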
Target sequence (P97697 whole entry, looked up): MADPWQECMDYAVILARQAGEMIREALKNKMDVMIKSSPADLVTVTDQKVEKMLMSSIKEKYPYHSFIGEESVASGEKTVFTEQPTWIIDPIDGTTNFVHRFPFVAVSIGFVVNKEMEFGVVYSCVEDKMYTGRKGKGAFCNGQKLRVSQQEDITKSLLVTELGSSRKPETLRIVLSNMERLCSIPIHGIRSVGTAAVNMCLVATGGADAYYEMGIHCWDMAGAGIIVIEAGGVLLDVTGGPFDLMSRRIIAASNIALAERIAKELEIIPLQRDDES
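Measured: the HTRF emission ratio (665/620 nm) plus the 620 nm donor channel, each fitted to the Hill equation to give AC50. Cells were CHO-M1 given compounds up to 46 uM and a 30 min carbachol stimulation at 37C.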
* marks the source's active call; other numbers are inactive results; ? = inconclusive; · = no result given; [ ] = remark or other dose. Unless noted, calls follow the shape of the dose curve; as a rule, active = well fitted curve in the direction sought with a large enough effect; inconclusive = small, poorly fitted or top-dose-only effect, or another doubt; inactive = no such curve, though single readings can be large; an effect the other way counts as inactive or inconclusive. Unless noted, % is scaled to controls: 0 for no effect and ±100 for the full control effect. The list is partial; the hit share may differ from the screen's.

Sample of the layout, 3 compounds:
SMILES	ALOX12 inhib	15-hLO-2 inh	PNC assembly inh	IMPase inh
CC(C)Sc1nc2c(cnn2-c2ccc(F)cc2)c(=O)[nH]1	-1%	-5%	18	8
S=C(c1ccc(-c2cccc(Cl)c2)o1)N1CCOCC1	-23%	-20%	22	11
COc1cc(C)c(S(=O)(=O)NCc2cccs2)cc1C	-4%	-2%	-6	3

Main list, from the first entry:
SMILES	ALOX12 inhib	15-hLO-2 inh	PNC assembly inh	IMPase inh
CC(C)Sc1nc2c(cnn2-c2ccc(F)cc2)c(=O)[nH]1	-1%	-5%	18	8
S=C(c1ccc(-c2cccc(Cl)c2)o1)N1CCOCC1	-23%	-20%	22	11
COc1cc(C)c(S(=O)(=O)NCc2cccs2)cc1C	-4%	-2%	-6	3
COc1cc(CNC(=O)c2ccc(Cn3nc(C)c(Cl)c3C)o2)cc(OC)c1	-12%	-2%	20	-10
COc1ccccc1N1CCN(S(=O)(=O)Cc2ccccc2Cl)CC1	-4%	0%	?	-10
O=C(Nc1ccc(N=Nc2ccccc2)cc1)c1cccc(Cl)c1	-2%	2%	-111*	13
CCOc1ccc(C(=O)c2ccc(OCC)c(N)c2)cc1N	6%	2%	-20	-2
O=C(CSc1nnnn1-c1cccc2c1CCCC2)N1CCCC1	-5%	·	15	-5
Cc1cc(C)n(-c2ccc(C(=O)Nc3ccc(N4CCOCC4)cc3)cc2)n1	5%	-4%	43	4
CN(C)CCNC(=O)c1ccccc1	5%	3%	20	4
Cc1ccc(C(=O)NC(NC(=O)c2ccc(C)cc2)C(Cl)Cl)cc1	-1%	3%[11.4 µM]	?	-3[1.84 µM]
CCN1CCc2c(C#N)c(N3CCCCC3)nc(NCc3ccccc3)c2C1	-9%	21%	4	25
O=C1CSC(c2cccc(F)c2)N1c1ccc(O)cc1 (stereo not given)	-1%	-4%	15	1
CCCC(NS(=O)(=O)c1ccc(OC)cc1)C(=O)O (stereo not given)	-3%	-11%	-16	?
O=c1oc2ccccc2n1CCCOc1ccccc1	-3%	-1%	?	-3
CCCCSc1ccc2nc(-c3ccc(C#N)cc3)cn2c1	-2%	8%	-13	-4
CNC(=O)C1=C(C)Nc2nc3ccccc3n2C1c1cccc(OC)c1 (stereo not given)	-3%	30%	-14	0
O=C(NNc1ccc([N+](=O)[O-])cc1)C12CC3CC(CC(C3)C1)C2	-16%	-27%	7	4
Cc1c(C(=O)N2CCOCC2)oc2ccc(S(=O)(=O)N3CCCC3)cc12	1%	·	-12	-4
CCOc1ccc(NS(=O)(=O)c2ccc(OCC)c3ncccc23)cc1	0%	-1%	22	-1
CCCCOC(=O)c1ccc(NC(=O)c2c(Cl)ccc(Cl)c2OC)cc1	0%	·	43	·
COCCn1c(C)cc(C(=O)COC(=O)c2ccc(-n3nc(C)cc3C)cc2)c1C	4%	5%	24	3
O=C1C2CC=C(Cl)CC2C(=O)N1CCCCCCN1C(=O)C2CC=C(Cl)CC2C1=O (stereo not given)	-25%	-12%	?	1
CCC1CCCCN1CCNS(=O)(=O)c1ccc2c(c1)CCN2C(C)=O (stereo not given)	0%	-4%	-20	?
O=C(NCCN1CCOCC1)c1ccc(Cl)cc1[N+](=O)[O-]	6%	-4%	-29	-2
Cc1ccc(C2c3c(oc4ccc(Cl)cc4c3=O)C(=O)N2CCCN2CCOCC2)o1 (stereo not given)	-14%	·	8	-8
COC(=O)[C@@]1(Cc2ccc(OC)cc2)[C@H]2c3cc(C(=O)N(C)C)n(CCc4ccccn4)c3C[C@H]2CN1C(=O)c1ccccc1	-26%	16%	·	·
CCc1ccccc1NC(=O)CN(C)C(=O)CSc1nnc(Nc2ccc(C)cc2)s1	-3%	·	8	-8
COc1ccccc1NC(=O)CN(Cc1ccccc1)S(C)(=O)=O	2%	·	-8	11[0.0738 µM]
COC(=O)c1nc2cc(C)ccn2c1F	-1%	·	-29	7
Cc1cccn2c(=O)c3cc(C(=O)NCCN4CCOCC4)c(=N)n(CCc4ccccc4)c3nc12	-11%	14%	21	15
CC(=O)N1CCc2cc(S(=O)(=O)NCCC(=O)Nc3cccc(C)c3)ccc21	3%	0%	-26	-8
CCOC(=O)c1cc(-c2cccc(C(F)(F)F)c2)nc2nc(SC)[nH]c(=O)c12	0%	·	-9	·
CSC1=NSC2=NC(=O)/C(=C\c3coc4ccccc4c3=O)C(=N)N12	-20%	·	?	·
CCOc1ccccc1NC(=O)Cn1cnc2c(nnn2-c2cccc(OC)c2)c1=O	-1%	·	-21	-2
CC(=O)C1=NN(c2ccccc2)C(c2cccs2)N1c1ccccc1 (stereo not given)	-13%	13%	19	10
Cc1cc(-c2ccccc2)n(-c2cc(N/N=C/c3ccccc3O)ncn2)n1	-1%	·	-91*	·
CC(C)N(CCCNC(=O)C1CCN(S(=O)(=O)N2CCOCC2)CC1)Cc1ccccc1	2%	4%	?	3
CCN(CC)c1ncnc2sc(C(=O)N3CCN(c4ccc(OC)cc4)CC3)c(C)c12	3%	3%	?	-14
O=c1c2ccccc2cnn1-c1ccc(Br)cc1	-5%	-5%	?	1
CCCCNC(=O)c1onc(CSc2cccc(F)c2)c1C(=O)O	7%	-4%	9	-3
CCOC(=O)N1CCN(c2c(NCCc3ccccc3)c(=O)c2=O)CC1	-6%	5%	-13	3
O=C(Nc1ccc2nn(-c3ccccc3)nc2c1)c1ccc2c(c1)OCO2	-1%	-23%	-14	-1
Cc1ccc(C(=O)Oc2coc(CSc3nnc(NC(=O)c4cccs4)s3)cc2=O)cc1C	3%	·	55	·
CC(C)COc1cc(=O)[nH]c(SCC(C)C)n1	-9%	-2%	4	3
Cc1ccc(-c2ccc(C3C(C#N)=C(N)Oc4n[nH]c(C)c43)o2)cc1 (stereo not given)	-17%	-6%	?	6
O=C(c1cc(Cl)cc(Cl)c1)N1CCC(=O)N(C(COCc2ccccc2)Cc2ccccc2)CC1 (stereo not given)	-3%	·	27	·
O=C(Nc1nncs1)c1cccnc1Cl	0%	·	?	·
CCNc1cc(=O)n(C)c(=O)n1C	-4%	-2%	35	-11
COC(=O)c1ccccc1NC(=O)COC(=O)c1ccc(C)c(NC(=O)c2ccco2)c1	1%	-8%	43	5
COc1ccc2[nH]c(=O)c(-c3noc(-c4ccccc4)n3)cc2c1	-10%	-23%	8	-2
Cc1cc(NC(=O)/C=C/c2ccccc2Cl)n(-c2nc3ccccc3[nH]2)n1	2%	·	93	-7
Cc1ccc(C(=O)CSc2nnc(COc3cccc(C)c3)o2)cc1	-7%	14%	26	5
CC1(C)CC2CC(C)(CN2C(=O)COC(=O)Cn2[nH]c(=O)c3ccccc3c2=O)C1 (stereo not given)	0%	4%	-88*	6
N#Cc1nc(Cc2ccccc2)oc1N1CCC(C(N)=O)CC1	-4%	1%	20	-3
CCOC(=O)c1cc2sc(C)cc2n1CC(=O)Nc1cccc(C)c1C	0%	·	425	-8
CCC1S/C(=C(\C#N)C(=O)NCc2ccco2)N(c2ccc(F)cc2)C1=O (stereo not given)	-4%	2%	-8	1
O=C(CN1CCN(Cc2ccc(Cl)cc2)C1=O)NCCN1CCCC1	-7%	·	28	·
CCN1CCCC1CNCc1ccc(Cl)cc1Cl (stereo not given)	3%	25%	-5	4
O=C(NCc1ccccc1)NC1(C(=O)N2CCCC2)CCCCC1	2%	8%	?	-3

A draw from above in order of molecular weight, lowest first:
SMILES	ALOX12 inhib	15-hLO-2 inh	PNC assembly inh	IMPase inh
CCNc1cc(=O)n(C)c(=O)n1C	-4%	-2%	35	-11
COc1ccccc1NC(=O)CN(Cc1ccccc1)S(C)(=O)=O	2%	·	-8	11[0.0738 µM]
Cc1ccc(C(=O)CSc2nnc(COc3cccc(C)c3)o2)cc1	-7%	14%	26	5
O=C(Nc1ccc2nn(-c3ccccc3)nc2c1)c1ccc2c(c1)OCO2	-1%	-23%	-14	-1

Next part
SMILES	ALOX12 inhib	15-hLO-2 inh	PNC assembly inh	IMPase inh
COc1ccc(CNC(=O)C2CSC(c3ccc(OC)cc3)N2C(C)=O)cc1 (stereo not given)	2%	5%	-20	3
O=C(Nc1cccnc1)C1COc2ccccc2O1 (stereo not given)	8%	4%	?	4
CCOC(=O)C[N+](CC)(CC)CC#Cc1ccccc1	2%	·	?	·
Cc1nc2cc(NC(=O)NCc3ccccc3)ccc2o1	0%	-7%	-7	0
O=C(c1nc2nc(-c3cccs3)cc(C(F)(F)F)n2n1)N1CCN(Cc2ccccc2)CC1	1%	·	-4	-3
CN(C)c1ccc(CN(C(=O)c2ccco2)C2CCS(=O)(=O)C2)cc1 (stereo not given)	-2%	6%	?	6
COc1ccc2c(c1OC)C(=O)OC2CC(=O)c1ccc2c(c1)OCO2 (stereo not given)	-10%	-7%	65	6
O=C(NCc1ccco1)c1cccc(N2CCCC2=O)c1	6%	1%	-22	0
CCN1C(=O)CC(N2CCOCC2)C1=O (stereo not given)	0%	-3%	6	2
COC(=O)CNC(c1ccccc1)c1cc(Br)ccc1NS(=O)(=O)c1ccc(C)cc1 (stereo not given)	-4%	·	?	·
COC(=O)C1=C(C)N(CCc2cc(OC)c(OC)c(OC)c2)C(=O)N[C@H]1c1cccs1	0%	·	18	·
N#Cc1c(N)nc(SCc2ccncc2)c(C#N)c1-c1cccs1	-3%	22%	50	1
O=C(NCc1cccnc1)C1CCCN(Cc2cnn(-c3ccccc3)c2-n2cccc2)C1 (stereo not given)	4%	18%	?	4
O=c1[nH]c2ccc(NC(=S)Nc3ccc(Cl)cc3Cl)cc2[nH]1	4%	-5%	7	-3
COc1ccc(CCNC(=O)CN2CCN(c3cccc(Cl)c3)CC2)cc1OC	-6%	12%	-91*	8

Part of the list above, limited to 15-hLO-2 inh, PNC assembly inh and ALOX12 inhib.
| molecule | 15-hLO-2 inh | PNC assembly inh | ALOX12 inhib |
| --- | --- | --- | --- |
| COC(=O)CNC(c1ccccc1)c1cc(Br)ccc1NS(=O)(=O)c1ccc(C)cc1 (stereo not given) | · | ? | -4% |
| O=C(NCc1ccco1)c1cccc(N2CCCC2=O)c1 | 1% | -22 | 6% |
| O=c1[nH]c2ccc(NC(=S)Nc3ccc(Cl)cc3Cl)cc2[nH]1 | -5% | 7 | 4% |
| O=C(NCc1cccnc1)C1CCCN(Cc2cnn(-c3ccccc3)c2-n2cccc2)C1 (stereo not given) | 18% | ? | 4% |
| COc1ccc(CCNC(=O)CN2CCN(c3cccc(Cl)c3)CC2)cc1OC | 12% | -91* | -6% |

Full records, looked up by structure.
Results for COc1cc(CNC(=O)c2ccc(Cn3nc(C)c(Cl)c3C)o2)cc(OC)c1 = ALOX12 inhib = -12%; 15-hLO-2 inh = -2%; PNC assembly inh = 20; IMPase inh = -10
Results for Cc1ccc(C2c3c(oc4ccc(Cl)cc4c3=O)C(=O)N2CCCN2CCOCC2)o1 (stereo not given) = ALOX12 inhib = -14%; 15-hLO-2 inh = ·; PNC assembly inh = 8; IMPase inh = -8

The listing continues:
SMILES	ALOX12 inhib	15-hLO-2 inh	PNC assembly inh	IMPase inh
NCCc1nnc(SCc2c(F)cccc2Cl)o1	1%	11%	-103*	8
CCOCCCN1C(=O)CN(C2CCCCCC2)C(=O)C1c1ccc(OC)cc1 (stereo not given)	1%	5%	1	9
Oc1ccccc1-c1nc(N2CCN(Cc3ccccc3)CC2)c2ccccc2n1	-8%	28%	-12	12
CCOC(=O)NC(=O)C(=CNc1ccc(C)cc1)C(=O)NC(=O)OCC	1%	·	?	·
Cc1onc(-c2ccccc2Cl)c1C(=O)Nc1ccc(-c2cn3cccnc3n2)cc1	-1%	-4%	-91*	-7
CCOC(=O)N1CCC(NC(=O)CCc2nc(-c3ccc(C)cc3)no2)CC1	10%	14%	-20	5
N=C(C[C@@H](O)COc1ccccc1-c1ccccc1)N1CCCCC1	-3%	50%[activator]	·	13
COc1ccccc1C(O)Cc1nc2ccccc2n1C (stereo not given)	2%	11%	66	5
CN(C)CCCc1c2ccccc2nc2ccc(Cl)cc12	7%[11.4 µM]	15%[11.4 µM]	·	·
CC(NS(=O)(=O)c1ccccc1)C(=O)Nc1nccs1 (stereo not given)	-2%	-10%	-22	-3

Bioassay records (PubChem BioAssay)
